PrPC TRFRET = inhibitors of human cell surface prion protein PrPC; inhibition, % at 13.8 µM; 0.43% of 370,000 active; TR-FRET read-out; P04156; in the data active means inhibition above about 24%; further: 0% = median of the test wells and 100% = reference compound wells
TcdB inh = blocks C. difficile toxin B glycohydrolase activity. P18177. TcdB glycohydrolase enzymatic assay, plate reader. inhibition, % at 9.99 µM. 0.24% of 350,000 active; in the data active means inhibition above about 10%
SSB-PriA inh = blocks PriA binding to SSB C-terminal tail. AlphaScreen SSBct-PriA binding, biotinylated peptide. inhibition, % at 33 µM. 0.6% of 430,000 active. AID 1272365; in the data active means inhibition mostly above about 37%, no sharp cut-off; inactive means mostly below about 20%;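 further: plate controls were negative control peptide for no effect and reference peptide for full effect; strong numbers were not always called active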
Vc quorum ag = induces V. cholerae light production without autoinducers | V. cholerae BH1578 lux reporter, luminescence, 6 h | activation, % at 18.7 µM | 0.16% of 350,000 active; in the data active means activation mostly above about 9.7%, no sharp cut-off; inconclusive means no clear call, values can overlap the other calls; inactive means mostly below about 3.7%; further: not every result past the cut was called active; inactives centre near 0; reference of the scale not given here
Rv3671c inh = inhibitors of M. tuberculosis serine protease Rv3671c. 0.048% of 320,000 active. AID 2606. inhibition, % at 5.96 µM. P9WHR9; in the data active means inhibition above about 38%;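 further: extracellular domain of Rv3671c used as enzyme; 0% = enzyme with DMSO and 100% = no enzyme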
Target sequence (P9WHR9 whole entry, looked up, the tested form may be a part): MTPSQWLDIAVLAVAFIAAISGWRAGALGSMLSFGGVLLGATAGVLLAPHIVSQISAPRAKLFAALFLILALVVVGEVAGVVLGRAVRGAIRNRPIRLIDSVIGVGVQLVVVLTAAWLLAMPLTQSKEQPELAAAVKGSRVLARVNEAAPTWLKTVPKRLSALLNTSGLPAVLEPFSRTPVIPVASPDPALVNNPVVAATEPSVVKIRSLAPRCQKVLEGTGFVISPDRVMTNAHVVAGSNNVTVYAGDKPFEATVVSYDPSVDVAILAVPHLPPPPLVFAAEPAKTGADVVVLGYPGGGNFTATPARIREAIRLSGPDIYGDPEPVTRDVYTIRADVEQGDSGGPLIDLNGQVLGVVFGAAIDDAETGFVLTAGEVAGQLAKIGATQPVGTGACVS
3CLpro inhibitor = SARS-CoV 3CLpro protease inhibition; P0C6X7; recombinant SARS-CoV 3CLpro, quenched FRET peptide cleavage; inhibition, % at 6 µM; 0.14% of 290,000 active; in the data active means inhibition above about 12%
CCHF vOTU inh = blocks the CCHF virus ovarian tumor domain protease; CCHFV vOTU protease, Pep-AMC fluorescence; inhibition, % at 11.5 µM; 0.55% of 370,000 active; in the data active means inhibition above about 30%; further: 0% = vehicle wells with enzyme and 100% = no enzyme wells
DUSP3 inh = DUSP3 (human) phosphatase inhibition; P51452; recombinant VHR phosphatase, pNPP absorbance; inhibition, % at 13.3 µM; AID 1654; 0.52% of 290,000 active; in the data active means inhibition above about 50%; further: some compounds called inactive have numbers as strong as hits
Target sequence (P51452 whole entry, looked up): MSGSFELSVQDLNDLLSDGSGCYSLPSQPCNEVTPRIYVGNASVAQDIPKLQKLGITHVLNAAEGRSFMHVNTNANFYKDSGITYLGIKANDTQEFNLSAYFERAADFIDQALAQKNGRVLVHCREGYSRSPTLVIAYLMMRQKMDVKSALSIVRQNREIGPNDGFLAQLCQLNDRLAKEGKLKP
Y pestis TopoI = blocks Yersinia pestis topoisomerase I activity | Y. pestis Topo-I cleavage product accumulation, plate reader | activity, % at 10 µM | 0.064% of 360,000 active | AID 504884; in the data active means activity above about 50%, passing the limit was not always enough; inconclusive means no clear call, values can overlap the other calls; further: inactives centre near 2
MazEF act = MazEF (E. coli) toxin RNase activation; FAM/BHQ RNA-DNA oligo cleavage fluorescence, 5 h; 0.32% of 350,000 active; P0AE70; activation, % at 20 µM; in the data active means activation above about 50%
Target sequence (P0AE70 whole entry, looked up): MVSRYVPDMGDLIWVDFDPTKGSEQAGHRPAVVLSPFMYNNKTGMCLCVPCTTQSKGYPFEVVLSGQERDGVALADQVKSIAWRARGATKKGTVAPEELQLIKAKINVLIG
Numbers without * were called inactive; i = inactive; ? = inconclusive; · = no result given. An excerpt. The share of hits here may be higher or lower than overall.

SMILES	PrPC TRFRET	TcdB inh	SSB-PriA inh	Vc quorum ag	Rv3671c inh	3CLpro inhibitor	CCHF vOTU inh	DUSP3 inh	Y pestis TopoI	MazEF act
O=C(NNC(=O)C1CCN(S(=O)(=O)c2ccccc2)CC1)c1ccccc1O	2	0.7	-5	0.2	0	-4	-14	-2	8	0
N=c1c2c3c(sc2ncn1N)CCCC3	3	0.2	-6	-1.4	6	3	4	11	-9	-10
NS(=O)(=O)c1cc(C(=O)OCC(=O)c2ccccc2)c(Cl)cc1Cl	4	0.2	4	-0.4	12	7	-4	13	4	5
CC(=O)N1c2ccc(S(=O)(=O)NCC3CCC(C(=O)N4CCC(C)CC4)CC3)cc2CC1C (stereo unspecified)	5	-0.9	-6	-0.4	-2	-5	1	7	11	12
O=C(NC1=NCCS1)c1cccc(N2C(=O)c3ccccc3C2=O)c1	1	0.0	-3	i	-1	-3	-13	16	8	8
COC(=O)c1ccc(COc2ccccc2/C=C(\C#N)C(=O)NC(C)C)cc1	-8	0.9	-5	-3.7	-2	2	-1	0	8	0
COc1ccc(C(C)N2CC34C=CC(O3)C(C(=O)O)C4C2=O)cc1 (stereo unspecified)	0	·	-6	-0.3	1	7	-1	-13	-2	0
COCC(=O)NC1CCN(S(=O)(=O)c2ccc(C(=O)O)cc2)CC1	-3	·	-10	4.0	4	1	5	-24	4	3
Cc1cc(C)c(C#N)c(SCC(=O)Nc2ccc3c(c2)OCO3)n1	8	·	-10	-0.3	1	-2	1	3	4	7
Cc1cccc(C)c1NC(=O)NC1(C(=O)N2CCOCC2)CCCCC1	3	-0.9	0	-1.4	4	-4	-17	40	-1	-3
CCn1c(C(=O)N2CCCC(C(=O)NCCc3ccc(C)cc3)C2)cc2sccc21 (stereo unspecified)	5	·	16	i	-12	0	-10	8	6	-16
COCCCN(C(=S)Nc1cc(Cl)cc(Cl)c1)C(C)c1ccncc1 (stereo unspecified)	4	0.6	-7	-0.3	-1	4	-1	4	-9	-3
O=C(Nc1cc(-c2ccccc2)cs1)c1ccco1	-5	-1.0	4	-1.7	·	·	1	·	2	2
COc1cccc(C2c3cc4c(cc3OC(N3CCCC3)C2C)OCO4)c1O (stereo unspecified)	11	2.7	18	i	·	·	-11	·	0	-2
COc1ccc(CCNC(=O)COc2cc(=O)n(C)c3ccccc23)cc1OC	-4	0.3	-14	-0.2	-4	-1	7	16	-2	0
CCc1nc2ccc(C(=O)N3CCN(C(=O)c4ccco4)CC3)cn2c1N(CC)CCOC	-5	0.2	·	-3.3	·	·	-6	·	2	·
C=CCn1c(SCC(=O)Nc2ccc(C)cc2C)nnc1-c1cccnc1	3	·	-31	i	-1	-5	-4	37	7	6
COc1ccc(N2CCN(C(=O)CCNS(=O)(=O)c3ccc4c(c3)CCC(=O)N4)CC2)cc1	10	·	-1	-0.4	-3	2	-2	-5	-1	8
CCOC(=O)C1=C(C)n2c(s/c(=C3\C(=O)Nc4ccccc43)c2=O)=NC1c1ccc(OC)cc1 (stereo unspecified)	-8	·	·	-0.2	-1	5	9	10	-5	5
Cn1nc(C(F)(F)F)c(/C=N/OC(=O)c2ccccc2)c1Sc1ccc(Cl)cc1	1	·	·	-0.6	-1	-2	1	-6	27	2
Cc1ccccc1C(=O)NC1CCSC1=O (stereo unspecified)	-1	-0.3	-13	i	9	-5	-2	11	-13	2
CCc1ccccc1NC(=O)Cn1nnc(-c2cccs2)n1	-2	·	-7	i	-1	-7	6	18	3	12
O=C(O)C1CCCCC1C(=O)NCc1ccncc1 (stereo unspecified)	-6	·	1	-0.3	4	2	-14	8	-2	-2
CC(=O)Nc1ccc(NS(=O)(=O)c2ccccc2)c2ccccc12	-3	-0.3	-2	-0.6	-6	6	-15	2	-1	-16
CCCn1c(=O)c2c(c3ccccc31)OCC(=O)N2	5	·	7	i	1	6	6	12	0	-7

Random excerpt: 7 compounds from above.
SMILES	PrPC TRFRET	TcdB inh	SSB-PriA inh	Vc quorum ag	Rv3671c inh	3CLpro inhibitor	CCHF vOTU inh	DUSP3 inh	Y pestis TopoI	MazEF act
CCn1c(C(=O)N2CCCC(C(=O)NCCc3ccc(C)cc3)C2)cc2sccc21 (stereo unspecified)	5	·	16	i	-12	0	-10	8	6	-16
Cc1cc(C)c(C#N)c(SCC(=O)Nc2ccc3c(c2)OCO3)n1	8	·	-10	-0.3	1	-2	1	3	4	7
N=c1c2c3c(sc2ncn1N)CCCC3	3	0.2	-6	-1.4	6	3	4	11	-9	-10
COCC(=O)NC1CCN(S(=O)(=O)c2ccc(C(=O)O)cc2)CC1	-3	·	-10	4.0	4	1	5	-24	4	3
Cc1cccc(C)c1NC(=O)NC1(C(=O)N2CCOCC2)CCCCC1	3	-0.9	0	-1.4	4	-4	-17	40	-1	-3
O=C(O)C1CCCCC1C(=O)NCc1ccncc1 (stereo unspecified)	-6	·	1	-0.3	4	2	-14	8	-2	-2
COc1ccc(N2CCN(C(=O)CCNS(=O)(=O)c3ccc4c(c3)CCC(=O)N4)CC2)cc1	10	·	-1	-0.4	-3	2	-2	-5	-1	8

Continuation.
SMILES	PrPC TRFRET	TcdB inh	SSB-PriA inh	Vc quorum ag	Rv3671c inh	3CLpro inhibitor	CCHF vOTU inh	DUSP3 inh	Y pestis TopoI	MazEF act
CC1=C/C(=C(/c2cc(C)c(O)c(Br)c2)c2ccccc2S(=O)(=O)O)C=C(Br)C1=O	-125	4.3	66	i	-30	7	1	·	60*	-8
N#Cc1c(NC(NC(=O)c2ccco2)C(=O)c2ccccc2)sc2c1CCCC2 (stereo unspecified)	-4	·	3	i	-3	-4	-9	10	19	-3
O=C(CCc1nc2ccccc2c(=O)[nH]1)OCC(=O)c1ccc(C2CCCCC2)cc1	1	·	-1	-0.3	-9	0	-9	1	-7	-62
CC(C)c1cccc(C(C)C)c1NC(=O)CCl	-4	-0.2	-2	-0.1	5	0	-3	2	0	-9
FC(F)(F)c1cnc(Oc2ccccc2-c2nnc(-c3ccc(Cl)cc3)o2)c(Cl)c1	3	·	-4	i	-2	7	-14	13	7	2
NC(N)=Nc1ccc(C=C2C=Cc3ccccc32)cc1	-10	3.0	42*	·	·	·	4	·	-28	31
CCn1c(SC(C)C(=O)Nc2ccc(N3CCOCC3)cc2)nnc1C1CC1 (stereo unspecified)	-4	0.2	0	1.4	1	·	-13	·	-2	7
Cc1ccc(NC(=O)CSCC(=O)N(CCC(C)C)c2c(N)n(Cc3ccccc3)c(=O)[nH]c2=O)cc1	2	1.9	-7	i	·	·	0	·	24	-6
COc1ccc(C(=O)CCc2nc3ccccc3s2)cc1	1	·	-8	-0.2	-4	3	-11	5	13	-3
O=C(Cc1ccccc1)N/N=C/c1cccc([N+](=O)[O-])c1	-16	-0.5	·	i	-2	1	15	17	0	-2
COc1cc(CNC(C)(C)C)ccc1OCC(=O)NC(C)(C)C	3	0.6	-2	-0.1	3	1	-1	17	-2	0
O=C(NCC1CCCO1)c1ccc(NC(=O)C2CCCCC2C(=O)O)cc1 (stereo unspecified)	0	·	2	-1.3	-5	4	-2	14	-1	0
CC1CCN(CC(O)COC2CCC(C(C)(C)C)CC2)CC1 (stereo unspecified)	11	·	-5	-0.6	2	-5	9	-7	6	10
Cc1ccc(S(=O)(=O)N(C)c2ccc(C(=O)N3CCc4ccccc4C3)cc2)cc1	9	0.6	5	i	-9	3	-3	21	?	-2
CC1CCN(c2ccc3c(c2)S(=O)(=O)c2cccc(C(=O)NCc4cccc(F)c4)c2C3=O)CC1	-11	1.5	5	-8.3	-34	·	3	·	41	97*
CCN(CC)C(=O)Sc1cccc2cccnc12	-5	-0.5	0	-0.4	7	-2	0	28	8	1
C/C=C/c1ccc(OCCCCOc2ccccc2F)c(OC)c1	-2	·	-28	-0.4	-6	0	-2	-11	41	-10
CCOC(=O)c1ccc(NC(=O)c2ccc[n+]([O-])c2)cc1	-13	0.4	0	-2.8	2	0	9	-3	5	3
O=C(CSc1nc(C2CC2)nc2ccccc12)N1c2ccccc2Sc2ccc(C(F)(F)F)cc21	7	·	-10	-7.1	-17	7	4	3	0	1
CN1C(=O)CSC1=Nc1cccc(C(=O)O)c1	-5	1.1	9	-0.6	-2	6	-7	2	-1	-30
COC(=O)CC1C(=O)NCCN1C(=S)Nc1cccc(C)c1 (stereo unspecified)	11	·	-2	-0.2	-1	-3	-14	-1	-5	-12
COc1cccc(/C=N/NC(=O)CSCC(=O)Nc2ccccc2)c1O	8	-5.9	·	i	-8	-3	-3	17	-3	-14
Cc1ccc(N(C(=O)CNC(=O)c2ccco2)C(C(=O)NC2CCCCC2)c2cccnc2)cc1 (stereo unspecified)	0	-0.2	0	i	3	-3	12	38	-12	3
N#CCCN1CCN(C(=S)c2ccc(-c3cc(Cl)ccc3Cl)o2)CC1	0	·	-9	-0.2	-2	6	2	33	22	5
CC(Sc1nnc(-c2cccs2)n1C1CC1)C(=O)NCC1CCCO1 (stereo unspecified)	1	0.6	-3	i	3	·	3	·	-4	4
Continued:
SMILES	PrPC TRFRET	TcdB inh	SSB-PriA inh	Vc quorum ag	Rv3671c inh	3CLpro inhibitor	CCHF vOTU inh	DUSP3 inh	Y pestis TopoI	MazEF act
CCN(CC)c1ccc(S(=O)(=O)N2CCOCC2)cc1NC(=O)COC(=O)/C=C/c1ccc(O)c(OC)c1	0	-0.2	-2	3.0	·	·	-3	·	20	0
COC(=O)c1ccccc1Sc1ncnc2onc(C)c12	2	2.2	-16	0.4	-5	3	0	-2	3	-26
O=C(CN(CCc1ccccc1)C(=O)CNS(=O)(=O)c1ccc(F)cc1)NCc1ccco1	10	·	4	i	2	2	15	-3	4	3
O=S(=O)(c1cccs1)N1CCC2(CC1)OCCN2S(=O)(=O)c1ccccc1	0	-2.0	-4	-0.7	-4	·	0	·	16	2
O=S(=O)(NC1CCCCC1)c1cccs1	-2	-0.2	2	i	0	-1	9	-17	-5	8
CC(=O)c1cnc(SCCN2C(=O)c3ccccc3C2=O)nc1C	5	·	1	-0.2	-8	-3	2	44	9	0
CC(C)Oc1ccccc1/C=N/Nc1ccccc1[N+](=O)[O-]	-1	1.2	·	-3.4	6	-7	6	6	-14	2
COc1ccc(CCNc2nc(-c3sc(N)nc3C)cs2)cc1OC	-6	·	26	·	14	6	8	-1	-8	-1
CC(C)(C)c1ccc(C(=O)NCC(=O)NCC(C)(C)N2CCOCC2)cc1	-2	0.1	-10	-0.9	·	·	1	·	-9	6
Cc1ccc(NC(=O)C2CCN(S(=O)(=O)c3ccc4[nH]c(=O)ccc4c3)CC2)c(C)c1	7	-11	-5	-0.2	1	2	19	13	-13	7
Cc1ccc(NC2=NC3(CCCC3)N=C(N)N2)c(C)c1	10	0.3	-5	-3.0	-5	-2	-17	5	3	-9
COc1ccc(OC)c(S(=O)(=O)N2CCC(C(=O)Nc3ccccc3)CC2)c1	-6	0.1	-10	i	8	2	-2	4	1	-15
O=C(O)c1ccccc1C(=O)NC1CCCCNC1=O (stereo unspecified)	-5	-0.4	-13	-0.4	10	-2	-11	-7	-3	7
CC1CCc2nn(CC(=O)NCCCN3CCCCC3)cc2C1 (stereo unspecified)	2	-1.9	-5	-0.2	1	·	10	21	6	8
Cc1ccccc1CN(C)Cc1cc(=O)oc2c(C)c(C)ccc12	7	0.1	5	-0.4	2	2	17	39	27	-13
CCc1sc(N(C(=O)Cc2ccccc2)c2ccccc2F)nc1-c1ccc(C)cc1	-6	-1.2	-5	-0.2	5	1	6	28	-6	-9
CCc1nnc(NC(=O)COC(=O)CN2C(=O)c3ccccc3C2=O)s1	-2	·	-10	0.0	-2	6	-3	26	-2	-6
CCn1cc(/C=C/C(=O)Nc2ccc(C)cc2Br)cn1	4	·	-9	-2.0	1	-5	-2	7	5	0
CCN=C1NN=C(c2c[nH]c3ccccc23)CS1	-9	0.3	-1	-0.4	3	5	11	-1	1	10
Cc1cc(O)c(C(C)C)cc1N=C1CSC(=O)N1	-4	·	5	i	9	7	5	5	-8	3
COc1ccccc1CNS(=O)(=O)c1ccc2c(c1)NC(=O)CS2	8	1.3	-4	4.2	-6	3	8	33	4	7

Screening results (PubChem BioAssay)
